Assay outcomes as filed in PubChem BioAssay.
EPAC2 antagonist: blocks human EPAC2 exchange factor | hit rate 0.18% among 360,000 | Q8WZA2 | AID 720708 | EPAC2 GEF exchange of Rap1B-BODIPY-GDP, fluorescence | Potency, µM (titrated, usually from 114 µM), for the others: at the top dose activity, negative = inhibition, most hits filed as inhibitors; note: potency is the fitted concentration of half-maximal effect; % is set by controls: 0 for no effect and ±100 for the full control effect; nearly all actives have a fitted effect of over 45% in size; many of its hits are not listed in these tables
DRD3 agonist: agonists of human D3 dopamine receptor; D3R DiscoveRx beta-arrestin cells, luminescence, 90 min; max activation, %; hit rate 0.58% among 410,000; AID 652048; P35462; in the data active = max activation above about 30%; note: 0% is about no effect; mostly tested at two doses, the higher about 12 µM
Target sequence (P35462 whole entry, looked up): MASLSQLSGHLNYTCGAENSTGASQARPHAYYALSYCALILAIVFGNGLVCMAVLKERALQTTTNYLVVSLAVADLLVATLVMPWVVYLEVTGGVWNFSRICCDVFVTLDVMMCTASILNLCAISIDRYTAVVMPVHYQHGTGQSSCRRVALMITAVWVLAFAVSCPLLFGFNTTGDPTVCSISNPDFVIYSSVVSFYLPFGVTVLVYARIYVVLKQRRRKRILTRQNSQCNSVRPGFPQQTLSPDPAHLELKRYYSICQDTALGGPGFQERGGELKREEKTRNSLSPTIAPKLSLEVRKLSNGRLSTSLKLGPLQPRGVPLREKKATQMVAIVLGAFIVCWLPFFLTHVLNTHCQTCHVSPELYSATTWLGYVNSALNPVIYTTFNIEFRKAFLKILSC
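Agonist mode: compounds and dopamine controls were applied to plated cells for 90 min at 37 degrees C after an overnight attachment at 1500 cells/well. Luminescent read-out followed 30 - 60 minutes at room temperature with DiscoveRx detection reagent.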
MmCpn inh: blocks the Methanococcus maripaludis chaperonin Mm-Cpn. AID 504842. Potency, µM (titrated, usually from 76.9 µM), without a hit: at the top dose activity, negative = inhibition, actives largely listed as inhibitors. purified Mm-Cpn ATPase, ADP Transcreener TR-FRET. hit rate 0.031% among 330,000; note: potency is the fitted concentration of half-maximal effect; % is set by controls: 0 for no effect and ±100 for the full control effect; nearly all actives have a fitted effect of over 80% in size
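Inhibition of chaperonin ATP hydrolysis is measured as reduced ADP production, detected by competitive TR-FRET in which signal falls with ADP. Final enzyme 25 nM and ATP 10 uM, reacted 30 min at 37°C.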
DRD3 antagonist: blocks the human D3 dopamine receptor; P35462; D3R cells, DiscoveRx beta-arrestin luminescence, antagonist mode; active compounds read low; max response, negative = inhibition, %; hit rate 2.5% among 360,000; in the data active = max response below about -50%; inconclusive = no clear call, values can overlap the other calls; note: % is set by controls: 0 for no effect and ±100 for the full control effect; mostly tested at two doses, the higher about 12 µM
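Cells plated overnight at 1500 cells/well, then exposed to library compounds with dopamine controls for 90 minutes at 37 degrees C. DiscoveRx reagent added for 30–60 minutes at room temperature; luminescence read, quantitative HTS format.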
PTHR1 ag: PTHR1 (human) receptor agonism; Q03431; HEK293 GP2 PTHR1 cells, GloSensor cAMP luminescence, 1 h; Potency, µM (titrated, usually from 115 µM), without a hit: at the top dose activation, hits mostly activators; hit rate 0.075% among 410,000; note: potency is the fitted concentration of half-maximal effect; nearly all actives have a fitted effect of over 55% in size; some results filed as inactive show a strong effect at the top dose; inactives centre near -15; many of its hits are not listed in these tables
Target sequence (Q03431 whole entry, looked up): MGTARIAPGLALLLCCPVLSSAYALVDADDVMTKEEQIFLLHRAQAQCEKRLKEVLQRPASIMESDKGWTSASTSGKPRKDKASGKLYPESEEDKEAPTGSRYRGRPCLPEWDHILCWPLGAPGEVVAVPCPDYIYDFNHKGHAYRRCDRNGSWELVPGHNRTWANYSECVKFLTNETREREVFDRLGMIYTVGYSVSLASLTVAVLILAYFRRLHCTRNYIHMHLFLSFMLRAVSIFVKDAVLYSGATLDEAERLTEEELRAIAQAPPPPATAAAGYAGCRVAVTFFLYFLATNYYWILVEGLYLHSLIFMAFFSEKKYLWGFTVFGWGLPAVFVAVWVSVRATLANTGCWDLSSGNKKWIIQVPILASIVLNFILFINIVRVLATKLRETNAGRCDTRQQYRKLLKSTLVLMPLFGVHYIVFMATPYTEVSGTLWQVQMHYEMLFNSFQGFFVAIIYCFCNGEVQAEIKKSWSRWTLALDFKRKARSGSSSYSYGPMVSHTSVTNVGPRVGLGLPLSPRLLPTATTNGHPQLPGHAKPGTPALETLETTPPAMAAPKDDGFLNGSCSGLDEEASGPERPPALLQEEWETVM
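HEK-293-derived GP2 cells expressing PTHR1 and a GloSensor cAMP reporter, 3,000/well, plated overnight, given luciferin plus IBMX (each 0.5 mM as added) for 1 h at 37 °C, then compound for 1 h at 37 °C. Luminescence was read after 15 min at room temperature.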
EPAC2 ag: agonists of human EPAC2 (RAPGEF4); Q8WZA2; AID 720711; Potency, µM (top dose mostly 154 µM), for inactives: at the highest dose activation, hits mostly activators; EPAC2 activation, biochemical qHTS; response scale: 100% = 6.5 mM cAMP response; hit rate 0.079% among 360,000; note: potency is the fitted concentration of half-maximal effect; nearly all actives have a fitted effect of over 50% in size
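Setup: EPAC2 100 nM, labeled Rap1B complex 250 nM, free GDP 50 uM. Compound titrations pinned in, brief spin, 5 min room temperature incubation. Kinetic fluorescence read over 30 min, normalized to 6.5 mM cAMP.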
Akt phos inh: Akt phosphorylation inhibition; Neuro2A IGF-stimulated pAkt S473 HTRF, 20 min; active compounds read low; activity change, % for hits at 50 µM; hit rate 0.32% among 360,000; AID 651550; in the data active = activity change below about -80%; inconclusive = mostly about -51% to -80%; note: % is set by controls: 0 for no effect and ±100 for the full control effect
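Neuro2A cells (4,500/well, DMEM with 0.5% FBS) were treated with compound at a single 50 µM final concentration, stimulated with 6 nM IGF for 20 min at 37 °C, and lysed. Phospho-Akt Ser473 was read by HTRF as 665/615 ratio ×10^4.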
CCT chaperon mod: cytosolic chaperonin activity modulation | purified chaperonin ATPase assay, HTRF ADP detection, 30 min | activity change, % (no concentration beside the values), hits read low | hit rate 0.3% among 360,000; in the data active = activity change below about -30%; note: % is set by controls: 0 for no effect and ±100 for the full control effect
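We incubate TRiC, 40 or 20 nM final, with library compounds at 76 uM and 10 uM ATP for 30 min at 37 °C. ADP formed is detected with Transcreener HTRF reagents after 30 min at room temperature.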
* = called active by the depositor; i = inactive; u = inconclusive; x = no result given; & = joins results of further samples; [ ] = remark or other dose. Unless noted, calls come from the whole dose curve; as a rule, active = well fitted curve in the direction sought with a large enough effect; inconclusive = small, poorly fitted or top-dose-only effect, or another doubt; inactive = no such curve, though single readings can be large; an effect the other way counts as inactive or inconclusive. An excerpt; the hit share may differ from the screen's.

#	Structure	EPAC2 antagonist	DRD3 agonist	MmCpn inh	DRD3 antagonist
1	COCCn1c(C)cc(C(=O)CSc2nc(C)cc(C)c2C#N)c1C	-1.4%	-5.4	-0.7%	9.6
2	CCCC(=O)Nc1cc2c(cc1C(C)=O)OCCO2	-0.8%	-9.0	0.7%	-12.7
3	CC(C)Cn1c(N)c(C(=O)COC(=O)c2ccc([N+](=O)[O-])o2)c(=O)n(C)c1=O	-2.0%	1.8	2.2%	-16.9
4	Cc1ccccc1CS(=O)(=O)CCC(=O)N1CCN(c2ccc(N3CCOCC3)nn2)CC1	3.1%	-0.8	-3.1%	5.7
5	CN(Cc1ccccc1)C(=O)COC(=O)C1=NNC(=O)CC1	9.6%	-3.4	-2.2%	0.2
6	Cc1sc2ncnc(N3CCCCC3)c2c1C	7.0%	7.7	-2.5%	29.5
7	O=C(O)c1ccc(NC2=Nc3cccc4cccc2c34)cc1	-16.5%	1.4	-3.3%	-5.8
8	C(=C1c2ccccc2-c2ccccc21)c1ccccn1	17.8%	-4.8	x	-22.1
9	Cc1cc(NC2=CC(=O)C(=O)c3ccccc32)no1	u	-15.2	x	u
10	COc1ccc(CC(=O)O/N=C(\N)c2ccc(C)cc2)cc1	-8.1%	5.9	-0.1%	1.2
11	COc1ccc(NC(=O)CN(C)S(=O)(=O)c2cnc[nH]2)cc1	1.2%	-2.9&-7.9	3.2%	-6.1
12	CCC(C)(C)NC(=O)C(c1ccc(O)cc1)N(CCOC)C(=O)CCC(=O)Nc1nccs1 (stereo not drawn)	-1.7%	1.1	0.7%	24.8

#	PTHR1 ag	EPAC2 ag	Akt phos inh	CCT chaperon mod
1	-22.4%	-4.6%	i	-2.9
2	3.2%	3.6%	i	-0.3
3	-12.7%	5.0%	i	2.0
4	i	3.5%	i	0.3
5	-20.5%	-1.8%	i	-4.3
6	-24.2%	6.1%	i	1.8
7	i	5.6%	i	-2.7
8	0.0%	16.3%	i	-1.1
9	-25.9%	10.0%	i	-0.9
10	i	-1.6%	i	-0.4
11	-12.0%	3.8%	i	-1.8
12	i	3.5%	i	0.5

Carrying on:
#	Structure	EPAC2 antagonist	DRD3 agonist	MmCpn inh	DRD3 antagonist
13	Cc1ccc(NC(=O)C(C)N2CCCc3ccccc32)cc1S(=O)(=O)N1CCOCC1 (stereo not drawn)	28.2%	2.2	x	-24.3
14	COc1cccc(NC(=S)N(Cc2ccco2)C(C)c2ccco2)c1 (stereo not drawn)	-11.8%	-1.4	-0.6%	-25.5
15	COC(=O)Cc1ccc(Oc2ncc(C(F)(F)F)cc2Cl)cc1	-19.2%	5.3	2.4%	19.8
16	O=C(c1ccccc1)N1N=C(C(F)(F)F)CC1(O)c1ccc(F)cc1 (stereo not drawn)	-2.1%	-4.3	3.4%	25.4
17	O=C1C2C3C=CC(C3)C2C(=O)N1/N=C/c1cc(Br)cc([N+](=O)[O-])c1O (stereo not drawn)	-1.6%	-16.9	-3.5%	-68.3*
18	CCCc1nc2c(nnn2Cc2ccccc2F)c(=O)[nH]1	1.1%	2.4	0.4%	4.8
19	O=C(CN1CCOCC1)Nc1ccc(Cl)cc1	2.8%	-1.2	0.9%	-6.7
20	O=C(NCCCCCCNC(=O)N1CCCCCC1)N1CCCCCC1	-0.5%	-3.7	1.5%	-28.7
21	Cc1ccccc1C(=O)NCC(=O)N1CCN(C/C=C/c2ccccc2)CC1	-0.1%	2.1	1.1%	-6.1
22	COc1ccc(-c2cccc(C(=O)Nc3cccc(C(=O)O)c3)c2)cc1	7.8%	6.2	1.3%	-0.3
23	COc1ccc(OCC(=O)N2CCC(n3nccc3NC(=O)C3CC3)CC2)cc1	2.7%	-2.4	-1.3%	20.1
24	Cc1ccccc1Nc1c(-c2cccnc2)nc2ccc(Br)cn12	-11.6%	6.9	-0.9%	17.5

#	PTHR1 ag	EPAC2 ag	Akt phos inh	CCT chaperon mod
13	-22.5%	11.3%	i	-9.1
14	i	20.8%	i	-1.2
15	-10.4%	3.5%	i	-6.2
16	-21.6%	2.2%	i	-1.2
17	-7.7%[57.5 µM]	7.8%	i	-0.2
18	i	9.4%	i	-5.5
19	i	3.1%	i	-0.4
20	i	2.0%	i	-2.2
21	-17.7%	-0.5%	i	-1.6
22	-16.3%	-7.0%	i	-78.6*
23	i	9.2%	i	-0.9
24	-12.3%	-1.6%	i	-1.0

(more compounds)
#	Structure	EPAC2 antagonist	DRD3 agonist	MmCpn inh	DRD3 antagonist
25	CCN(CCNC(=O)C1=C(C)C(=O)OC12CCC(C)CC2)c1ccccc1 (stereo not drawn)	-20.6%	-5.7	3.0%	-4.7
26	CCCS(=O)(=O)Nc1ccc(-c2cn3c(n2)SCC3)cc1	-3.3%	1.3	0.6%	-4.7
27	Clc1ccc(C2Nc3cccc4cccc(c34)N2)c(Cl)c1	10µM*	4.8	x	-1.0
28	O=C(O)CCC(=O)c1ccc2c(c1)OCCCO2	5.1%	-7.0	0.8%	-4.5
29	CCCCn1c(N)c(N(CC)C(=O)c2ccco2)c(=O)[nH]c1=O	2.6%	0.3	0.9%	-13.9
30	CS(=O)(=O)NN1C(=O)c2ccccc2NC1c1cccc(O)c1 (stereo not drawn)	4.1%	-9.4	0.8%	7.6
31	CCOCCCNC(=O)c1ccc2c(=O)n(Cc3ccc(OC)cc3)c(=O)[nH]c2c1	2.7%	4.7	0.3%	1.7
32	CCC(C(=O)Nc1cc(Cl)c(OC)cc1OC)c1ccccc1 (stereo not drawn)	-1.2%	-0.3	0.1%	2.9
33	COc1ccc(-c2nc(-c3ccccn3)nc(N3CCN(C)CC3)c2C#N)cc1	3.1%	0.0	1.3%	1.4
34	COC(=O)c1ccc(N2CCS(=O)(=O)CC2)cc1	-17.9%	1.9	2.8%	4.2
35	CCc1nnc(NC(=O)CSc2nnc(CCc3nc4ccccc4[nH]3)n2C)s1	-1.7%	-3.6	0.1%	-8.2
36	O=C(NCc1cccnc1)c1ccc(CS(=O)(=O)Cc2ccc(Cl)cc2)o1	12.6%	6.5	4.1%	46.8

#	PTHR1 ag	EPAC2 ag	Akt phos inh	CCT chaperon mod
25	-25.7%	-5.2%	i	0.5
26	i	1.4%	i	-0.3
27	-9.0%	6.3%	i	-0.9
28	i	6.6%	i	-2.0
29	i	5.4%	i	-1.9
30	i	-1.8%	i	-1.6
31	i	-7.3%	i	-2.0
32	-6.5%	9.8%	i	0.8
33	i	2.4%	i	-3.9
34	-22.4%	9.6%	i	-3.0
35	-7.5%	5.2%	i	-0.1
36	i	5.8%	i	0.2

(next part)
#	Structure	EPAC2 antagonist	DRD3 agonist	MmCpn inh	DRD3 antagonist
37	CCOC(=O)c1ccc(S(=O)(=O)n2c(CN3CCCCC3)nc3ccccc32)cc1	-18.8%	0.6	-6.6%	u
38	COC(=O)c1ccc(C(=O)NC2CCCN(Cc3ccc(Cl)cc3)C2)nc1 (stereo not drawn)	-20.9%	-7.9	0.5%	8.4
39	CC1Oc2ccccc2C=C1/C=N/NC(=O)c1ccccc1O (stereo not drawn)	2.3%	12.5	3.7%	2.3
40	COc1ccc(OC)c(-c2cnc(OC(C)(C)C)nc2OC(C)(C)C)c1	-27.7%	2.6	-0.4%	-2.4
41	COc1ccc(CN(C)CCCn2ccc(N)nc2=O)cc1OC	-4.8%	2.9	x	37.5
42	Clc1ccccc1Cn1nnc2c(N3CCOCC3)nc(C3CC3)nc21	0.4%	5.8	-7.0%	-12.0
43	CCN1CCc2c(OCc3ccc(C)cc3)cccc2C1=O	-2.0%	-1.3	-2.6%	-8.1
44	COc1ccc(C(=O)NCc2cccs2)cc1S(=O)(=O)N1CCOCC1	5.0%	-8.6	2.9%	-5.3
45	Cc1c(C(=O)N2CCCc3ccccc32)oc2ccc(S(=O)(=O)N3CCOCC3)cc12	-5.6%	-2.8	-0.8%	u
46	CC(=O)N(C)c1ccc(N=Nc2c(C)[nH]n(-c3ccccc3)c2=O)cc1	-24.8%	-9.6	1.2%	6.1
47	CC(=O)OC1OCCOC1NC(=S)NCc1ccco1 (stereo not drawn)	6.5%	8.8	1.4%	11.3
48	N#CC1(NC(=O)CN2C(=O)NC3(CCCCCC3)C2=O)CCCCC1	3.3%	-1.1	1.7%	-14.2

#	PTHR1 ag	EPAC2 ag	Akt phos inh	CCT chaperon mod
37	i	-1.2%	i	0.7
38	-17.3%	2.4%	i	-0.7
39	-44.2%[inhibitor]	-4.9%	i	0.3
40	-21.2%	0.3%	i	0.9
41	-15.8%	0.1%	i	0.5
42	-22.8%	13.6%	i	1.0
43	-2.5%	5.2%	i	2.3
44	-1.3%	26.4%	i	-0.7
45	-96.0%[inhibitor]	19.6%	i	2.1
46	-35.1%	-1.3%	i	0.2
47	i	14.7%	i	1.4
48	-4.7%	8.5%	i	1.9
